L929 necroptosis – blocks zVAD induced death of L929 cells | L929 zVAD necroptosis rescue, ATP luminescence, 24 h; with zVAD 60 µM | viability rescue, % at 10 µM | 0.38% of 220,000 active | AID 1377;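 active = activation, scaled between plate controls, above about 75%, limit read from the data; inactive = activation under that limit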;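 also: 0% = zVAD with DMSO and 100% = DMSO alone without zVAD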
Tb hexokinase – blocks Trypanosoma brucei hexokinase 1 activity | recombinant TbHK1, G6PDH-coupled NADH A340 | inhibition, % at 10 µM | 0.11% of 220,000 active | AID 1430;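 active = inhibition of 50% or more in the single-dose primary screen; inactive = inhibition below 50%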
Rad51 HR inh – Rad51 (human) homologous recombination inhibition; Q06609; hRad51 DNA strand exchange, fluorescence dequenching; inhibition, % at 10 µM; 0.085% of 200,000 active; AID 1385;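 active = inhibition above 40% at the single screening dose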;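 also: 0% = DMSO control wells and 100% = blanks with heterologous ssDNA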
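Read-out basis: percent inhibition relative to plate controls and blanks / Assay system: human Rad51 nucleoprotein filaments preassembled on unlabelled ssDNA / Timing: filaments 15 min 37 °C, then compound 30 min / Control set: per-plate controls and blanks / Technique: fluorescence dequenching at 485/520 nm / Compound: 10 µM final, single point / Also added: Fluorescein- and BHQ1-tagged 47-mer duplex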
EP2 modulator – modulates human prostaglandin E2 receptor EP2 signaling; induction, % at 25 µM; 0.83% of 260,000 active; EP2-expressing cells, cAMP HTRF FRET, PGE2 co-stimulation; P43116;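 active = compounds whose cAMP rise, as percent of the full-agonist control response, exceeds 60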;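 also: rat C6 glioma line stably carrying human EP2 under a CMV promoter; the protocol text gives 20 µM as final concentration; 100% = response of wells given 1 µM PGE2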
Target sequence (P43116 whole entry, looked up): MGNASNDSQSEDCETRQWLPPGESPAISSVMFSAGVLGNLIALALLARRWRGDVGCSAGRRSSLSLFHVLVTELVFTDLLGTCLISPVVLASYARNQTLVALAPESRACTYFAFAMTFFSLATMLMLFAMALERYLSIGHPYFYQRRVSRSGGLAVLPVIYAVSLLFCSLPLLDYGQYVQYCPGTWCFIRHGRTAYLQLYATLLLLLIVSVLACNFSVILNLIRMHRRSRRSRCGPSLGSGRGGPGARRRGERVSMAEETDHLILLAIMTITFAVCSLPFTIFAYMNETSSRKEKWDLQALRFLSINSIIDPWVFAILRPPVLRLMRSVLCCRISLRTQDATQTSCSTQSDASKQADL
eIF4E 4G PPI – blocks eIF4E binding to eIF4G | P63073+Q04637 | TR-FRET eIF4E-eIF4GI(517-606) binding, 2 h | inhibition, % at 21.7 µM | 0.37% of 220,000 active;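 active = inhibition above about 30%, limit read from the data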;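 also: 0% = full FRET control wells and 100% = background wells lacking eIF4GI fragment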
Hck-Nef inh – blocks Nef-activated human Hck kinase; P08631; Recombinant Hck-YEEI plus Nef, Z-Lyte FRET kinase assay; inhibition, % at 20 µM; 0.68% of 220,000 active; AID 463187;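 active = Hck-Nef kinase inhibition above about 50%, limit read from the data; inactive = inhibition below that limit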;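 also: 0% = DMSO with Hck plus Nef and 100% = Hck alone without Nef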
Target sequence (P08631 whole entry, looked up): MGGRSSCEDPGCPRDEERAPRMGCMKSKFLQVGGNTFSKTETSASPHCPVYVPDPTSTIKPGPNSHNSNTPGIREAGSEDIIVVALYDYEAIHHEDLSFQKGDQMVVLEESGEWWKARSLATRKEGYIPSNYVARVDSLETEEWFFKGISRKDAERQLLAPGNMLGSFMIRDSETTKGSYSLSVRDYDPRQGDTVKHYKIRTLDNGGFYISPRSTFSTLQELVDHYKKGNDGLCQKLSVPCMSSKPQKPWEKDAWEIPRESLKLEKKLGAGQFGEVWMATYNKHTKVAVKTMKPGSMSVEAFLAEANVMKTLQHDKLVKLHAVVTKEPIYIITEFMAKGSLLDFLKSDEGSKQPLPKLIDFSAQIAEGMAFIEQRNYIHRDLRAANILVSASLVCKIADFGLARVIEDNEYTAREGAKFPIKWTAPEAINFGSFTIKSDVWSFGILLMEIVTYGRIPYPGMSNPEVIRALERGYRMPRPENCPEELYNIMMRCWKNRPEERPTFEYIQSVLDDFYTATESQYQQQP
14-3-3 Bad PPI – disrupts binding of bovine 14-3-3 zeta to phospho-Bad peptide. P63103. TR-FRET 14-3-3zeta/Dy647-pBad peptide displacement, 1 h. inhibition, % at 21.7 µM. 0.71% of 220,000 active. AID 781;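 active = inhibition above about 70%, limit read from the data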;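 also: 0% = full 14-3-3 plus peptide FRET controls and 100% = background without 14-3-3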
Calpain2 inh – blocks pig calpain II enzyme activity; AID 1236; inhibition, % at 16 µM; 0.37% of 220,000 active; purified calpain II, fluorogenic peptide substrate, 30 min;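 active = inhibition above about 50%, limit read from the data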
PGE2 EP2 inh – blocks the human prostaglandin E2 receptor EP2; C6 glioma cells expressing human EP2, cAMP TR-FRET; cells stimulated with saturating PGE2; P43116; 0.52% of 260,000 active; inhibition, % at 25 µM;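 active = percent inhibition above 40 after rounding to a whole number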;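 also: rat C6 glioma host cells with rolipram phosphodiesterase inhibitor present; the protocol text gives 20 µM as final concentration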
An asterisk follows results filed as active; i = inactive; . = no result given; & = joins results of further samples; ! = not active in a repeat; [ ] = remark or other dose. Only part of the results is shown; count on the stated rates, not on these rows.

SMILES | L929 necroptosis | Tb hexokinase | Rad51 HR inh | EP2 modulator | eIF4E 4G PPI | Hck-Nef inh | 14-3-3 Bad PPI | Calpain2 inh | PGE2 EP2 inh
Clc1ccc2c(c1)c1ccccc1n2CN1CCOCC1 | 0.5 | -2 | 3 | 13 | . | 2 | . | -34 | 7
COc1cc(CCC(=O)Oc2ccc(C(C)=O)cc2)cc(OC)c1OC | 1.0 | -6 | -3 | -2 | -1 | 2 | 0 | 4 | 4
CCc1cc2ccc(C)cc2nc1SCC(=O)Nc1cc(OC)c(OC)cc1C(=O)O | 0.4 | -14 | . | 44 | 4 | 5 | 2 | -20 | 13
CN(CCN1CCOCC1)Cc1nc(-c2ccccc2)no1 | 5.8 | 2 | 1 | -12 | 1 | 34 | 0 | 7 | 10
Cc1ccc(-c2cn3cccnc3n2)cc1NC(=O)c1cccs1 | -0.2 | -17 | -4 | 1 | 1 | 4 | -5[fluorescence artefact?] | -348 | 7
CCOC(=O)N1CCC(N(CCN(C)C)C(=S)Nc2ccccc2Cl)CC1 | 0.8 | 4 | 3 | -2 | 3 | -2 | -5 | -25 | 6
Cc1nnc(SCC(=O)N2CCN(S(=O)(=O)c3ccccc3)CC2)s1 | 0.8 | -3 | -11 | 29 | 3 | 22 | -6 | -31 | 4
CCOC(=O)N1CCN(C(=O)/C(=C\c2cccs2)NC(=O)c2cccs2)CC1 | 0.5 | -5 | 12 | -1 | 5 | 16 | -6 | 18 | 5
CC1CCN(c2nc3nonc3nc2N2CCC(C)CC2)CC1 | -0.6 | -12 | 1 | 35 | -2 | 8 | 16 | 33 | 5
O=C1NC[C@@H](Cc2cccc3ccccc23)N(CC2(c3ccccc3)CC2)C1=O | -0.4 | -2 | -5 | 17 | -2 | 41 | -3 | -45 | 15
COCc1cc(C)nc(SCC[N+](C)(C)CC(=O)Nc2ccccc2)c1C#N | 0.8 | 9 | -3 | 0 | -2 | 17 | -10 | -22 | 4
Cc1cccc(C(=O)N/N=C/c2ccncc2)c1 | 0.1 | -1 | 3 | -17 | -5 | -2 | -2 | 2 | 9
O=C(Nc1nnc(-c2ccc(F)cc2)o1)c1cccc([N+](=O)[O-])c1 | 0.0 | -5 | 15 | 9 | -1 | -3 | -19 | -46 | 8
O=C(CSc1ncccn1)NC(=O)c1ccccc1 | 5.2 | -10 | 4 | 26 | 4 | 18 | -5 | -23 | 15
FC(F)(F)c1ccc(CN2CCCCCC2)cc1 | 0.4 | 6 | -8 | 21 | -1[fluorescence artefact?] | -14 | 62[fluorescence artefact?] | -4 | 15

3 compounds from above, limited to Tb hexokinase:
SMILES	Tb hexokinase
Cc1ccc(-c2cn3cccnc3n2)cc1NC(=O)c1cccs1	-17
COc1cc(CCC(=O)Oc2ccc(C(C)=O)cc2)cc(OC)c1OC	-6
CCOC(=O)N1CCN(C(=O)/C(=C\c2cccs2)NC(=O)c2cccs2)CC1	-5

Going on with the list:
SMILES | L929 necroptosis | Tb hexokinase | Rad51 HR inh | EP2 modulator | eIF4E 4G PPI | Hck-Nef inh | 14-3-3 Bad PPI | Calpain2 inh | PGE2 EP2 inh
CCOC(=O)Cc1csc(NC(=O)COc2ccc(N(C)S(=O)(=O)c3ccc(C)cc3)cc2)n1 | 0.0 | -4 | -11 | -26 | -13 | 1 | -6[fluorescence artefact?] | 23 | 8
COC(=O)c1cc(S(=O)(=O)NC2CCN(Cc3ccccc3)CC2)cn1C | -0.2 | 4 | -7 | -6 | -5 | 0 | -16 | 12 | 14
O=C(Nc1ccccn1)c1ccc2c(c1)OCCO2 | 0.6 | -6 | -4 | -7 | 4 | 22 | 5 | 7 | 0
CCc1nnc(NC(=O)c2n[nH]c(=O)c3ccccc23)s1 | 0.4 | -2 | 12 | 25 | -15 | 31 | 2 | -25 | 10
CCN(Cc1ccccc1)C(=O)c1ccc(CNS(=O)(=O)c2ccc(C)cc2)cc1 | . | 12 | . | 9 | 1 | 4 | 5 | 3 | 10
N#Cc1c(N)nc(SC2CCCCC2=O)c(C#N)c1-c1ccco1 (stereo not drawn) | 5.6 | -5 | -16 | . | . | 3 | . | . | 20
O=C1Nc2ccccc2C1=Nc1ccc(S(=O)(=O)Nc2nccs2)cc1 | 0.3 | -6 | 14 | -19&10 | -1 | 67* | 1 | -11 | 46*!
O=C(NNc1ncccc1-n1cccc1)c1ccc(Cl)cc1 | 0.2 | -3 | -11 | 10 | -1 | 1 | -4 | -3 | 12
C/C(N=Nc1nc2ccccc2s1)=N\Nc1ccccc1O | -0.1 | 8 | 14 | -86 | 1 | 26 | -5 | -12 | 9
O=C(CC1C(=O)NCCN1Cc1ccoc1)NCc1cccc(OC(F)(F)F)c1 (stereo not drawn) | 0.3 | 9 | -2 | -4 | -3 | 16 | 0 | 3 | 6
COc1ccccc1-c1nnc(SCc2nc3ccccc3s2)n1C | -0.2 | -1 | -6 | 14 | -2[fluorescence artefact?] | 1 | -12[fluorescence artefact?] | 0 | 10
CCOC(=O)c1c(C)[nH]c(C(=O)COC(=O)C2CC(=O)N(Cc3ccccc3)C2)c1C (stereo not drawn) | 3.5 | -1 | -6 | -53 | 11 | -3 | -4 | -9 | 8
CCOc1ccc(Cn2cc(F)c(=O)[nH]c2=O)cc1 | 1.0 | 0 | . | 8 | 4 | 8 | -5 | 14 | 7
Cc1ccc(C(=O)OCc2cc3ccccc3[nH]c2=O)cc1 | -0.1 | -1 | 3 | -54 | 8 | 1 | -5 | -5 | 7
COC(=O)c1cn(NC(=O)COc2ccc(Cl)cc2)c(=O)c2ccccc12 | 0.7 | 4 | . | 19 | 0 | 20 | -2 | 19 | 3

Ordered by the number under Rad51 HR inh (high to low): three of the compounds above
smiles,Tb hexokinase,Rad51 HR inh,EP2 modulator,eIF4E 4G PPI,Hck-Nef inh,14-3-3 Bad PPI,Calpain2 inh
O=C1Nc2ccccc2C1=Nc1ccc(S(=O)(=O)Nc2nccs2)cc1,-6,14,-19&10,-1,67*,1,-11
CCOC(=O)c1c(C)[nH]c(C(=O)COC(=O)C2CC(=O)N(Cc3ccccc3)C2)c1C (stereo not drawn),-1,-6,-53,11,-3,-4,-9
O=C(NNc1ncccc1-n1cccc1)c1ccc(Cl)cc1,-3,-11,10,-1,1,-4,-3

Further compounds:
SMILES | L929 necroptosis | Tb hexokinase | Rad51 HR inh | EP2 modulator | eIF4E 4G PPI | Hck-Nef inh | 14-3-3 Bad PPI | Calpain2 inh | PGE2 EP2 inh
Cc1ccc2cc(S(=O)(=O)NCCCN3CCOCC3)ccc2c1 | 0.3 | -5 | -2 | -46 | 2 | 11 | 14 | 30 | 2
O=C(NCCCO)c1nc2ccccc2s1 | 0.0 | -6 | -3 | 0 | -3[fluorescence artefact?] | 1 | -4[fluorescence artefact?] | -29 | 10
COc1cccc(S(=O)(=O)NCc2ccc(C(=O)NCc3ccco3)cc2)c1 | -1.0 | 4 | 5 | 8 | -5 | 7 | -2 | -96 | 8
COc1ccc(NC(=O)c2ccc(-n3cccn3)nc2)cc1 | 0.5 | 1 | -6 | -9 | 3[fluorescence artefact?] | 0 | 6[fluorescence artefact?] | 5 | 3
COCCNC(=O)c1c(N)n(/N=C/c2cccs2)c2nc3ccccc3nc12 | 0.0 | -40 | -3 | 21 | -3 | 4 | 22 | i | 18
Cc1noc(C)c1COC(=O)c1cccc(S(=O)(=O)N2c3ccccc3CC2C)c1 (stereo not drawn) | -0.5 | 13 | 6 | 1 | 2 | -1 | 1 | 5 | 25
COc1ccc(C2(C(=O)Nc3ccc(S(=O)(=O)Nc4nc(C)cc(C)n4)cc3)CCCC2)cc1OC | 1.0 | -10 | 3 | 12 | -1 | -1 | -9[fluorescence artefact?] | -27 | 4
CC(C)CCNC(=O)C1CCN(c2nc3ccccc3o2)CC1 | 0.1 | 3 | . | -1 | -14 | 0 | -7 | -3 | 6
O=C(Nc1cccnc1)c1ccccc1Oc1ccccc1 | -0.2 | 6 | 4 | 28 | -2 | 2 | -11[fluorescence artefact?] | -16 | 11
Cc1ccnc2nc(C(=O)OCC(=O)NCCc3ccc(Cl)cc3)nn12 | 0.4 | 0 | . | 25 | 3[fluorescence artefact?] | 4 | -7[fluorescence artefact?] | -6 | 4
C#CC(C)OC(=O)C(C)NC(=O)c1ccccc1 (stereo not drawn) | 0.2 | -7 | 7 | -1 | 4 | 24 | -1 | -18 | 6
c1ccc(-c2noc(CN3CCN(c4ccccc4)CC3)n2)cc1 | 1.4 | -14 | -3 | -17 | 0 | 1 | 3 | -11 | 9
Cc1ccc(-c2nc(CS(=O)CC(=O)NCCN3CCOCC3)c(C)o2)cc1 (stereo not drawn) | 2.3 | 0 | 0 | 1 | -2 | 0 | -6 | 11 | 9
CCOC(=O)N1CCN(Cc2c(NC(=O)c3ccco3)sc(C)c2C)CC1 | 1.9 | -7 | 5 | 26 | -3 | 9 | -11 | -94 | 13
O=C1CCCC2=C1Sc1ccc(Cl)cc1N2 | 0.6 | -11 | . | 5 | 4 | 15 | 4 | -9 | 12
O=C(Nc1c(Cl)ccc2nsnc12)c1ccco1 | 0.4 | -7 | 2 | -14 | 1 | -6 | 0 | -25 | 7
COc1ccc(NC2=C(C(C)=O)C(c3ccc(N(C)C)cc3)C(C(C)=O)C(C)(O)C2)cc1 (stereo not drawn) | -0.2 | -12 | 3 | -7 | 1 | 22 | -9 | 11 | 7
COc1ccc(/C=N/NC(=O)CNc2c(Br)cc(C)cc2Br)c(C(=O)O)c1OC | 0.0 | -6 | 4 | -20 | 5 | 19 | -2 | 28 | 2
Cc1ccccc1NS(=O)(=O)c1ccc2[nH]cc(C(=O)NCCCN3CCOCC3)c(=O)c2c1 | 0.6 | -13 | 6 | . | . | -1 | . | . | 11
N#C/C(=C(/O)COC(=O)c1ccc(C#N)cc1)c1nc2ccccc2s1 | 1.6 | -24 | -28 | -79 | 6 | 7 | -14[fluorescence artefact?] | -66 | 17
CN(CC(=O)Nc1sccc1C#N)C1CCCCC1 | -0.1 | -12 | -8 | 19 | 7 | 5 | -15[fluorescence artefact?] | -18 | 11
COCCNC(=O)C(c1ccc(C)cc1)N(C(=O)C(=O)NC1CCCC1)c1ccc2c(c1)OCCO2 (stereo not drawn) | -0.8 | -7 | 13 | 29 | 1 | -3 | -11 | -15 | 4
Nc1nc(CN2CCN(C(=O)c3ccco3)CC2)nc(Nc2cccc(Cl)c2)n1 | -2.3 | 3 | -6 | -31 | 0 | 12 | 10 | 16 | 11
O=C(NCc1ccncc1)Nc1ccc(F)cc1 | -0.2 | 0 | 7 | 11 | -2 | -1 | 8 | 5 | 12
CN1CCc2c(n(CC(O)CN3C(=O)c4ccccc4S3(=O)=O)c3ccccc23)C1=O (stereo not drawn) | 5.9 | 0 | -2 | 2 | -3 | -2 | -4 | 8 | 12
CCOc1ccc2cc(C#N)c(SCC(=O)N3CCCC3)nc2c1 | -0.3 | -12 | . | 18 | . | 0 | . | . | 17
CC(C)(C)SCCNC(=O)/C=C/c1ccccc1 | 1.4 | 42 | 17 | -29 | -1 | 0 | 0 | -4 | 7
CCCC12CN3CC(CCC)(CN(C1)C3c1ccco1)C2=O (stereo not drawn) | 0.3 | -8 | . | 2 | 1 | 7 | 1 | 13 | 11
CC(C)C(NS(=O)(=O)c1cc(C(=O)O)ccc1Cl)C(=O)O (stereo not drawn) | 2.9 | -1 | 1 | -40 | 1 | -1 | -20 | -18 | 2
COC(CNC(=O)c1ccc2nc(-c3cccs3)c(-c3cccs3)nc2c1)OC | 2.9 | -3 | -7 | 18 | 3 | 5 | -11[fluorescence artefact?] | -145 | 12
OC(CNCc1cccc(Br)c1)c1ccccc1 (stereo not drawn) | 0.4 | 1 | 8 | -8 | -1 | 21 | -4 | -2 | 6
Cc1onc(-c2c(Cl)cccc2Cl)c1C(=O)c1c[nH]c(C(=O)NCCCN2CCOCC2)c1 | -0.6 | 1 | -6 | -1 | 4 | 1 | -12 | -9 | 3

Screening data from PubChem.
